High-throughput results (PubChem)
SIAE primary: human SIAE inhibition, primary screen; inhibition, % at 9.66 µM; Q9HAT2; SIAE FP-Rh probe binding, fluorescence polarization; 0.69% of 370,000 active;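 active = inhibition above a cutoff: mean of compounds within the control limits plus 3 SD of those, cut at about 17% in these data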;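 note: 0% = plate median of compound wells and 100% = probe without SIAE protein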
Target sequence (Q9HAT2 whole entry, looked up): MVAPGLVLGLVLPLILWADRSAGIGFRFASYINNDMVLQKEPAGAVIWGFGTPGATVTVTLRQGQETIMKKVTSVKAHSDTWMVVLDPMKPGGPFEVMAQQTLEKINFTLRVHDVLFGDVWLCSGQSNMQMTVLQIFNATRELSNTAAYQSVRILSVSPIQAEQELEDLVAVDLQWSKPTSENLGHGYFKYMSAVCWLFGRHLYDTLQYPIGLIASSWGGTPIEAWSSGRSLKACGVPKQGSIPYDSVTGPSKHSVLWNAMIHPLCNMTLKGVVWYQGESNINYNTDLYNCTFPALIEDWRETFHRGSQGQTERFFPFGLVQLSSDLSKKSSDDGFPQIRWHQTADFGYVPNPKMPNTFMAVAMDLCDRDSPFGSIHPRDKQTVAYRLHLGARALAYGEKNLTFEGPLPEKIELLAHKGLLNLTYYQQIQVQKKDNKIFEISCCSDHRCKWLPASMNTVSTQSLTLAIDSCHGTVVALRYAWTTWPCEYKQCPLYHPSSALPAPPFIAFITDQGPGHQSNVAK
ADAM17 inh: ADAM17 inhibition, QFRET primary screen; recombinant ADAM17, EDANS/DABCYL FRET peptide cleavage; inhibition, % at 6.95 µM; 0.83% of 370,000 active; P78536;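 active = inhibition above the mean of compounds lying between control limits plus 3 SD, set per campaign, cut at about 8.5% in these data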;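 note: 0% = DMSO-only wells as the low control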
ASAP1 inh: inhibitors of human ASAP1 ArfGAP activity. inhibition, % at 16.5 µM. 0.19% of 360,000 active. ASAP1-stimulated ARF1 GTP hydrolysis, GDP FP detection. Q9ULH1. AID 624377; in the data active = inhibition above about 25%;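 note: 0% = vehicle with enzyme and substrate and 100% = no enzyme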
Target sequence (Q9ULH1 325-724 limits assumed): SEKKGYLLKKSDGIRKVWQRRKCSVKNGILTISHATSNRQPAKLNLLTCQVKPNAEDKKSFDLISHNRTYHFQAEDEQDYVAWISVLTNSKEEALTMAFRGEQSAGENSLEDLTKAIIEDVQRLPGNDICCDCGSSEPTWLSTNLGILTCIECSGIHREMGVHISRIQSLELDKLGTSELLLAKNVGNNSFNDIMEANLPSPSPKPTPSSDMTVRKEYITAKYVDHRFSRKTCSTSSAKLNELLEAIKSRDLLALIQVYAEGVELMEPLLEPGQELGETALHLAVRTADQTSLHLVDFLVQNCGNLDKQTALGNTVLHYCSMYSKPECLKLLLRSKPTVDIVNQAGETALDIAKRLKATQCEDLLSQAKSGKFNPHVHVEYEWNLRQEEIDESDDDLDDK
Tn6 DDE FP: disrupts Tn6 cyclic peptide binding to fibrin D-Dimer-E complex; Fibrin DD(E) TRITC-Tn6 fluorescence polarization displacement; 0.21% of 370,000 active; inhibition, % at 8.3 µM; P02675;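 active = inhibition above a per-campaign cutoff: mean of compounds within control limits plus 3 SD, cut at about 15% in these data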;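 note: 0% = median of all compound wells on the plate and 100% = blocking peptide control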
TDP2 inh: TDP2 (human) inhibition, absorbance primary screen; O95551; recombinant TDP2, T5PNP hydrolysis, p-nitrophenol absorbance 415 nm; inhibition, % at 12.8 µM; 0.34% of 370,000 active; AID 720702;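 active = inhibition above the mean of all tested compounds plus 3 SD, set per campaign, cut at about 25% in these data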;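 note: 0% = DMSO with enzyme and 100% = buffer with substrate but no TDP2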
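Incubation: 2 h at 37 °C; Test system: recombinant human TDP2; Quantity: enzyme 120 nM; Read-out basis: percent inhibition; Medium: 50 mM Tris-HCl pH 7.5 with Mg2+, KCl, DTT, BSA; Repeats: single replicate; Compound: 12.8 µM single point, 1% DMSO; Signal: epi absorbance; Reagent: 5 mM T5PNP chromogenic substrate; Benchmarks: no-enzyme high, DMSO-plus-enzyme low.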
PLCb3 inh: inhibitors of human phospholipase C beta3. Q01970. Purified PLC-beta3, fluorogenic substrate, fluorescence. inhibition, % at 12.2 µM. 0.18% of 370,000 active. AID 720704; in the data active = inhibition above about 11%;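 note: 0% = median of compound wells on plate and 100% = full blocker control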
ARFGAP1 inh: rat ARFGAP1 inhibition; inhibition, % at 16.5 µM; Arfgap1-stimulated ARF1 GTP hydrolysis, GDP FP detection; 0.26% of 360,000 active; Q62848; AID 651572;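 active = inhibition above a per-plate limit, mean inhibition of low control wells plus 3 SD, cut at about 25% in these data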;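 note: 0% = DMSO wells with enzyme and 100% = wells lacking Arfgap1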
Target sequence (Q62848 1-136 limits assumed): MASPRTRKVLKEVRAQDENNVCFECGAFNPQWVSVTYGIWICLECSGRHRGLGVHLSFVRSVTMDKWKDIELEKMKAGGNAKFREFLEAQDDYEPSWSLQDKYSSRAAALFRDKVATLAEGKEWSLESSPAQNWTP
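Assay system: Rat Arfgap1 GAP domain (His6, aa 1-136), purified enzyme | Buffer or medium: HEPES 25 mM pH 7.5, NaCl 150 mM, MgCl2, DTT | Schedule: GTP hydrolysis reaction 2 h at 25 °C | Signal: FP of antibody-bound GDP Alexa 633 tracer, ex 620/em 688 nm | Measure: Percent inhibition of Arfgap1-stimulated GTP hydrolysis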
ADAM10 inh: inhibitors of human ADAM10; O14672; recombinant ADAM10, EDANS/DABCYL FRET peptide cleavage, 3 h; inhibition, % at 7 µM; 0.62% of 370,000 active; AID 720582;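 active = inhibition above a per-campaign cutoff equal to the mean of compounds falling between control-based bounds plus 3 SD, cut at about 20% in these data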;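 note: 0% = DMSO wells while the 100% control is not disclosed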
PLC-gamma1 inh: PLC-gamma1 (human) inhibition, primary screen | inhibition, % at 12.2 µM | 0.84% of 370,000 active | purified PLC-gamma1, fluorogenic substrate, fluorescence; in the data active = inhibition above about 9.5%
DDE Tn7 FP inh: disrupts Tn7 cyclic peptide binding to fibrin D-Dimer-E complex; P02675; FP displacement of FITC-Tn7 peptide from fibrin DD(E); 0% = median of compound wells per plate; inhibition, % at 8.3 µM; 0.13% of 370,000 active;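 active = inhibition above the mean of compounds falling within the control limits plus 3 SD of them, cut at about 14% in these data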;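 note: 0% = plate median of compound wells and 100% = 10 µM Aha-Tn7 peptide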
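Assay system: Human fibrin DD(E) protein | Medium: Tris buffer with calcium and detergent, pH 7.8 | Reagent: 0.1 µM fluorescent Tn7 | Compound dosing: Single point at 8.3 µM | Times: 10 min preincubation, 3 h with tracer, room temperature | Detection: Fluorescence polarization of the labelled Tn7 tracer | Controls: Aha-Tn7 high control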
Numbers without * were called inactive; i = inactive; / = not tested or not shown.

SMILES	SIAE primary	ADAM17 inh	ASAP1 inh	Tn6 DDE FP	TDP2 inh	PLCb3 inh	ARFGAP1 inh	ADAM10 inh	PLC-gamma1 inh	DDE Tn7 FP inh
CCCCCNC(=O)c1ccc2c(=O)n(CC3CCCO3)c(=O)[nH]c2c1 (stereo not drawn)	-3	-10	-7	-7	6	-29	2	-41	-21	-5
CC1CCCCN1C(=O)CN1C(=O)CSc2ccc(S(=O)(=O)N3CCOCC3)cc21 (stereo not drawn)	1	0	-14	6	8	-3	-11	5	3	13
CCc1ccc(-n2c(=S)sc3c(=O)n(-c4ccccc4)c(SCC(=O)O)nc32)cc1	-2	-3	-2	5	8	-5	6	6	7	6
Cc1nc2ccc(S(=O)(=O)NC(C(=O)Nc3nc4ccc(Cl)cc4s3)C(C)C)cc2s1 (stereo not drawn)	-5	2	-6	2	1	1	-12	8	2	-1
CC(=C1C(=O)c2ccccc2C1=O)N1CCN(CCN=CC2=C(O)CC(C)(C)CC2=O)CC1	-4	-3	9	-2	3	-3	0	-15	-2	-1
CSC(=NC(C)c1ccccc1)NS(=O)(=O)c1cccs1 (stereo not drawn)	2	-4	4	-2	-2	3	-2	2	-1	5
CCc1nn(CC(=O)NC(C)CCc2ccccc2)c(=O)c2cc3occc3n12 (stereo not drawn)	-1	-3	16	5	1	-6	1	-4	0	6
COc1ccc(Cc2c(-c3ccco3)nc3ccc(Br)cn23)c(C)c1	-4	-7	7	2	-3	-33	2	-12	-23	5
Cc1ccc2oc(=O)c3cnn(CC(=O)N4CCc5ccccc5C4)c3c2c1	-5	-1	-11	-11	1	2	-4	-2	2	-7
CC(=O)Nc1ccc(CN2CCCCCCC2)cc1	-1	0	0	1	-1	-3	0	-6	-3	-1
C[C@@H](C(=O)N1CCN(C(=O)OC(C)(C)C)CC1)n1cc(CCCN=C(NC(=O)OC(C)(C)C)NC(=O)OC(C)(C)C)nn1	2	-1	4	0	-6	2	0	3	3	-6
CCN(CC)C(=O)Cn1cc(SCC(=O)NC)c2ccccc21	1	-10	2	-4	-9	-4	2	-9	9	4
COc1ccc(NC(=O)C=C(C)C)cc1Cl	0	0	-1	-4	-1	-2	7	-3	1	-3
Cn1c(C(=O)N2CCN(c3ccc(F)cc3)CC2)cc2ccccc21	-8	-2	0	2	8	-6	-5	-1	0	-4
CN(C)c1ccc(NS(=O)(=O)c2cccc(Cl)c2)cc1	11	-3	3	-5	0	-1	3	3	0	-1
CCN(CC(=O)Nc1cccc(S(=O)(=O)N(C)c2ccccc2)c1)Cc1cccs1	13	0	7	-7	-2	-5	3	-1	2	7
CCCCOc1ccc(SCCCN2CCOCC2)cc1	11	-4	11	-1	2	0	1	-3	2	2
Clc1ccc(SCc2cn3ccccc3n2)cc1	0	2	-3	3	4	1	1	8	-1	4
C[C@@H](NC(=O)c1nc[nH]c1C(=O)N[C@@H](Cc1ccccc1)C(=O)OC(C)(C)C)c1ccccc1	-15	10*	-1	-3	-17	3	-3	19	-1	6
CN(C)CCn1c2c(c(SCC(=O)Nc3ccc4c(c3)OCCO4)nc1=O)CCC2	-4	3	-1	-3	-14	-2	0	-4	4	-7
O=C(COC(=O)c1ccco1)c1ccccc1	-6	-3	1	-8	2	-8	-4	-5	0	-5
COc1ccc(NC(=O)CN(C)C(=O)C(C)N2C(=O)c3ccccc3C2=O)cc1 (stereo not drawn)	-3	-8	-1	0	-9	-6	4	-10	7	-1
Cn1cc(C(=O)c2ccccc2C(=O)O)cc1C(=O)C(Cl)(Cl)Cl	-1	-2	-5	-5	-4	-3	-1	3	2	-4
CCC1CCCCN1CCCNC(=O)Cn1ncn2nc(-c3ccc(OC)cc3)cc2c1=O (stereo not drawn)	-8	-16	7	1	14	-85	21	-44	-52	-3
COc1ccc(/C=C/C(=O)O)cc1S(=O)(=O)N1CCc2ccccc2C1	0	-3	-9	-2	9	-1	1	-6	4	-2
Cc1ccc(-n2nc(C)c(C(=O)N3CCN(C(=O)c4ccco4)CC3)c2-n2cccc2)cc1	3	-3	-11	6	4	-5	-3	7	3	2
CC(=O)/C=C(\C)Nc1ccccc1O	0	-4	4	-3	-4	-6	0	3	-3	6
CCc1cc2c(cc3c(=O)n(CC(=O)NCCCN4CCCCCC4)nc(CC)n32)s1	6	0	5	0	-6	-6	-3	-10	-6	0
CCC(=O)c1ccccc1OCCCN1CCC(Cc2ccccc2)CC1	9	-2	-6	-6	-2	-21	1	10	9	3
COCCNc1cc(C)nc2c(-c3ccccc3OC)c(C)nn12	-2	-3	-3	2	5	-18	-2	-18	-15	-2
COc1ccc(S(=O)(=O)N2CCCCCC2)cc1C(=O)N(C)CC(=O)Nc1ccccc1Br	2	-1	18	-5	-5	-4	-12	-10	10*	-7
COc1ccc(N(C(C)C(=O)NC2CCCCCC2)S(C)(=O)=O)cc1 (stereo not drawn)	1	-3	1	12	-13	3	13	3	5	-7
CCC(=O)N1CCN(c2ccc(NC(=O)c3ccc4c(c3)OCO4)cc2)CC1	101*	2	0	-6	-5	-2	4	0	-2	7
Cc1nnc(Cl)c2nn(-c3ccccc3)c(C)c12	-4	-2	-12	9	0	2	-4	-6	2	1
Cc1cccc(C(=O)N2c3ccccc3C(=O)OC2c2ccc3c(c2)OCO3)c1 (stereo not drawn)	3	-1	4	-10	-11	1	1	-2	2	0
Cc1ccccc1NC(=O)CN(C)S(=O)(=O)c1cccc2cccnc12	5	-1	14	5	-1	0	5	-13	2	0
CCCCN(NC(C)=O)c1nc(Cl)nc(NC(C)C)n1	-2	-5	-3	-4	0	-1	-2	6	5	10
CCOc1cc(NC(=S)NCC2CCCO2)c(OCC)cc1NC(=O)c1ccc(C)cc1 (stereo not drawn)	0	2	-5	3	-7	0	-3	-7	-2	9
CN(CCOc1ccccc1)CC(=O)Nc1ccc(Br)cc1F	-2	3	-5	11	-11	-8	3	1	-1	3
CCN1CCN(c2ccc(S(=O)(=O)N3CCCCC3)cc2NC(=O)/C=C/c2cc(OC)ccc2OC)CC1	-2	-72	17	-2	-10	i	21	-236	-491	-5
CCOC(=O)[C@@]12CN(C(=O)OC(C)(C)C)CC=C1N(Cc1ccc(OC)cc1)C(=O)[C@H]2CC(=O)N1CCCC1	-5	-1	/	6	3	-2	/	-12	-1	4
CCCCC(=O)Nc1ccc(C(=O)NNC(=S)NC(=O)c2ccco2)cc1	8	-2	-9	4	-7	-7	9	-2	-1	13
Cc1ccc(S(=O)(=O)N(CC(=O)N2CCCCCC2)c2ccccc2F)cc1	1	-2	-4	0	5	-8	3	-7	-5	4
CCOc1ccc(CN(C)C(=O)Cc2c[nH]c3ccccc23)cc1	0	-4	-7	-1	0	-4	-5	0	0	7
O=C(C1CCN(S(=O)(=O)c2ccccc2F)CC1)N1CCCC1	6	-5	-11	-2	6	-212	-4	-5	-1	-1
Nc1nc(F)cc(N2CCCCCC2)n1	8	-2	-7	9	-10	-3	5	-9	0	1
Cn1c(=O)[nH]c(=O)c2c1nc(N(CCO)Cc1ccccc1)n2Cc1ccccc1Cl	5	1	5	0	6	0	-9	4	4	-5
COc1ccc(OC)c(CN2CCN(CC(=O)Nc3ccccc3C(=O)NC3CC3)CC2)c1	-1	-2	1	-3	3	-3	-4	-4	0	0
CC(C)[C@H](NS(=O)(=O)c1ccc2c(c1)OCCO2)C(=O)OCC(=O)Nc1ccccc1	-8	-5	10	-2	3	-8	1	-4	0	-2
COc1ccc(OCC(=O)Nc2ccc(S(=O)(=O)Nc3cc(C)on3)cc2)cc1	4	-1	0	2	7	-6	9	-7	5	-8
Nc1cc(N2CCCC2)c(Cl)cc1[N+](=O)[O-]	-1	0	2	4	-9	-6	0	11	0	4
COc1ccc(Cn2ccnc2)cc1[N+](=O)[O-]	1	2	6	8	12	7	-17	5	3	9
Cc1cc2ncc(-c3ccc(Cl)cc3)cn2n1	-5	-3	-11	-2	2	-7	1	-5	0	0
COc1cccc(C(=O)Nc2cc(=O)n(C)c(=O)n2C)c1	-3	0	2	2	5	5	1	-4	3	-7
CC(C)CN1C(=O)C(=O)N(CC(=O)NCc2ccc3c(c2)OCO3)C1=O	2	-6	7	-5	9	-1	-2	-2	-1	-1
O=C(CSc1ccc2c(c1)OCCO2)Nc1ccc(Cl)cn1	6	-4	1	0	-8	-2	15	5	-4	4
CC1(C)CC[C@]2(C(=O)O)CC[C@]3(C)C(=CCC4[C@]56CC[C@@](O)(OC5)C(C)(C)C6CC[C@]43C)C2C1 (stereo partly drawn)	-3	1	-10	-6	-5	2	7	-5	2	-1
COC(=O)c1ccccc1NC(=O)CSc1nnnn1C	0	-3	-4	2	-3	6	0	-10	1	-8
Cc1cccc(N2CCN(C(=O)CCCn3c(=O)c4cccn4c4cccnc43)CC2)c1C	5	-2	-5	-2	1	-9	3	-6	0	3
CCCN1Cc2cccc(C(=O)NC(CC(=O)OCC)c3ccc(OC(C)C)cc3)c2C1=O (stereo not drawn)	3	0	-11	3	1	3	3	1	-1	-1

Compound profiles (already shown).
Profile of `COc1cccc(C(=O)Nc2cc(=O)n(C)c(=O)n2C)c1` : SIAE primary: -3; ADAM17 inh: 0; ASAP1 inh: 2; Tn6 DDE FP: 2; TDP2 inh: 5; PLCb3 inh: 5; ARFGAP1 inh: 1; ADAM10 inh: -4; PLC-gamma1 inh: 3; DDE Tn7 FP inh: -7
Profile of `CC1(C)CC[C@]2(C(=O)O)CC[C@]3(C)C(=CCC4[C@]56CC[C@@](O)(OC5)C(C)(C)C6CC[C@]43C)C2C1` (stereo partly drawn) : SIAE primary: -3; ADAM17 inh: 1; ASAP1 inh: -10; Tn6 DDE FP: -6; TDP2 inh: -5; PLCb3 inh: 2; ARFGAP1 inh: 7; ADAM10 inh: -5; PLC-gamma1 inh: 2; DDE Tn7 FP inh: -1

The list goes on:
SMILES	SIAE primary	ADAM17 inh	ASAP1 inh	Tn6 DDE FP	TDP2 inh	PLCb3 inh	ARFGAP1 inh	ADAM10 inh	PLC-gamma1 inh	DDE Tn7 FP inh
COc1cc(/C=C/C(=O)OCC(=O)NCc2cccs2)ccc1OC(F)F	5	1	1	-1	0	-1	7	7	-3	2
C[C@H](NS(=O)(=O)c1ccccc1F)C(=O)OCC(=O)N1CCc2ccccc21	3	0	6	-3	-3	2	4	-3	0	-4
O=C(NCCN1C(=O)S/C(=C/c2ccccc2)C1=O)C1CCCN1C(=O)c1cccs1 (stereo not drawn)	2	4	-1	-7	-18	1	2	4	5	-9
CCN(CC)CCCNC(=O)Cn1nc(-c2ccccc2)ccc1=O	4	-1	4	3	-2	4	-5	5	3	-6
Cc1c(Cl)cccc1-n1c(SCC(=O)NCc2ccccc2Cl)nnc1-c1ccncc1	1	0	-3	1	-13	-13	4	1	0	-5
N#Cc1cc(N)ccc1Sc1ccc(Cl)cc1	1	-8	-3	-4	-3	-21	-1	-19	-23	0
